Rv3671c inh – inhibitors of M. tuberculosis serine protease Rv3671c | P9WHR9 | inhibition, % at 5.96 µM | 320,000 tested, 0.048% active | AID 2606; in the data active means inhibition above about 38%;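 further: extracellular domain of Rv3671c used as enzyme; 0% = enzyme with DMSO and 100% = no enzyme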
Target sequence (P9WHR9 whole entry, looked up, the tested form may be a part): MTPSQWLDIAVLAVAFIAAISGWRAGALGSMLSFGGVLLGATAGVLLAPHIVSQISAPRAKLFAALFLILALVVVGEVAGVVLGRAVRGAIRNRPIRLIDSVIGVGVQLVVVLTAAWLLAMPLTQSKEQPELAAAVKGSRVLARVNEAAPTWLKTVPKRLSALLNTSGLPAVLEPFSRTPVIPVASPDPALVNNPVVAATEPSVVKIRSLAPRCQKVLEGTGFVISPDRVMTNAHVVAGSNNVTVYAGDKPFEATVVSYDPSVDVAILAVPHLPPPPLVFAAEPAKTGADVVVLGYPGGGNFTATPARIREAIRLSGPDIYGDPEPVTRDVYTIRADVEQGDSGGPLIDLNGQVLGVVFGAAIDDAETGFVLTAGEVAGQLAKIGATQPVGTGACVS
3CLpro inhibitor – SARS-CoV 3CLpro protease inhibition; 290,000 tested, 0.14% active; inhibition, % at 6 µM; P0C6X7; recombinant SARS-CoV 3CLpro, quenched FRET peptide cleavage; in the data active means inhibition above about 12%
Vc quorum ag – inducers of Vibrio cholerae quorum light production without autoinducers; V. cholerae BH1578 lux reporter, luminescence, 6 h; activation, % at 18.7 µM; 350,000 tested, 0.16% active; AID 588436; in the data active means activation mostly above about 9.7%, no sharp cut-off; further: not every result past the cut was called active; inactives centre near 0; reference of the scale not given here
TcdB inh – blocks C. difficile toxin B glycohydrolase activity; inhibition, % at 9.99 µM; P18177; TcdB glycohydrolase enzymatic assay, plate reader; 350,000 tested, 0.24% active; in the data active means inhibition above about 10%
MazF activator – MazEF (E. coli) toxin RNase activation | 350,000 tested, 0.32% active | activation, % at 20 µM | P0AE70 | FAM/BHQ RNA-DNA oligo cleavage fluorescence, 5 h; in the data active means activation above about 50%
Target sequence (P0AE70 whole entry, looked up): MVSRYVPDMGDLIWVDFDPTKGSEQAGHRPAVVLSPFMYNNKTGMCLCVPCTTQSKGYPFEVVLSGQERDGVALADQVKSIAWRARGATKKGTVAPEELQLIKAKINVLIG
Yp Topo-I inh – Y. pestis Topo-I inhibition via cleavage products. Y. pestis Topo-I cleavage product accumulation, plate reader. activity, % at 10 µM. 360,000 tested, 0.064% active. AID 504884; in the data active means activity above about 50%, passing the limit was not always enough; further: inactives centre near 2
CCHF vOTU inh – blocks the CCHF virus ovarian tumor domain protease. AID 651958. 370,000 tested, 0.55% active. CCHFV vOTU protease, Pep-AMC fluorescence. inhibition, % at 11.5 µM; in the data active means inhibition above about 30%; further: 0% = vehicle wells with enzyme and 100% = no enzyme wells
SSB-PriA inh – K. pneumoniae PriA-SSBct interaction inhibition | AlphaScreen SSBct-PriA binding, biotinylated peptide | inhibition, % at 33 µM | 430,000 tested, 0.6% active; in the data active means inhibition mostly above about 37%, no sharp cut-off; inactive means mostly below about 20%;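 further: plate controls were negative control peptide for no effect and reference peptide for full effect; strong numbers were not always called active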
DUSP3 inh – blocks human VHR1 dual specificity phosphatase; recombinant VHR phosphatase, pNPP absorbance; 290,000 tested, 0.52% active; inhibition, % at 13.3 µM; P51452; AID 1654; in the data active means inhibition above about 50%; further: some compounds called inactive have numbers as strong as hits
Target sequence (P51452 whole entry, looked up): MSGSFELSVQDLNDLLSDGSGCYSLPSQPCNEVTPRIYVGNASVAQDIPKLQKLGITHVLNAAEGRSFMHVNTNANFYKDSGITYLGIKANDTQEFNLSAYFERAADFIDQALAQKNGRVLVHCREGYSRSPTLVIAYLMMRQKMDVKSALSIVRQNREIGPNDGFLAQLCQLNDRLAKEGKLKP
PrPC surface inh – cell surface PrPC inhibition, primary TR-FRET screen. P04156. TR-FRET read-out. inhibition, % at 13.8 µM. 370,000 tested, 0.43% active. AID 720596; in the data active means inhibition above about 24%; further: 0% = median of the test wells and 100% = reference compound wells
* hit, by the source's call; i = inactive; nt = no result given; & = joins results of further samples. An excerpt (hit frequency here may not be typical).

Screens in order: Rv3671c inh, 3CLpro inhibitor, Vc quorum ag, TcdB inh, MazF activator, Yp Topo-I inh, CCHF vOTU inh, SSB-PriA inh, DUSP3 inh, PrPC surface inh
O=c1[nH]ncn1-c1ccccc1
    1, 3, -0.3, 0.3, -7, -4, -11, 1, 22, -5
CN1c2ccc(Cl)cc2C(=O)NC1C1CC=CCC1 (stereo not given)
    1, -1, 3.6, 1.1, -8, 12, -40, -8, -7, 11
O=C(Nc1nncs1)Oc1ccccc1
    -3, 3, i, -1.2, -6, 6, 6, -29, 28, 4
Cc1ncc([N+](=O)[O-])n1CCOC(=O)c1ccc(Br)cc1
    10, 4, i, 0.8, -2, 8, 0, 5, 14, -5
CC(C)(C)c1ccc(C(=O)Nc2ccc(S(N)(=O)=O)cc2)cc1
    -3, 6, -0.6, 2.5, 2, 4, 2, -2, 6, -5
C=CCn1cnc2scc(-c3ccc(CC)cc3)c2c1=O
    -7, 5, i, nt, 3, 15, 2, -8, 7, 0
Cc1cc(C)n2nc(C(=O)OCC(=O)Nc3ccc(C)c(S(=O)(=O)N(C)C)c3)nc2n1
    0, nt, i, 6.2, 6, 3, 3, -2, nt, -5
CCN1CCN(C(=O)/C=C/c2ccc(C(C)C)cc2)CC1
    12, nt, 0.5, 0.7, -2, 9, 4, -1, nt, -5
Cc1sc2ncn(CC(=O)NCCN(C)C)c(=O)c2c1S(=O)(=O)N1CCC(C)CC1
    5, 2, -0.2, 0.8, 3, -8, 8, 3, 5, 5
O=C(Oc1ccccc1C(=O)N1CCOCC1)c1ccccc1
    5, -3, -0.3, nt, 11, -8, 3, -8, 14, 1

A different layout for some results above.
molecule: O=c1[nH]ncn1-c1ccccc1
- Rv3671c inh = 1
- 3CLpro inhibitor = 3
- Vc quorum ag = -0.3
- TcdB inh = 0.3
- MazF activator = -7
- Yp Topo-I inh = -4
- CCHF vOTU inh = -11
- SSB-PriA inh = 1
- DUSP3 inh = 22
- PrPC surface inh = -5

molecule: CN1c2ccc(Cl)cc2C(=O)NC1C1CC=CCC1 (stereo not given)
- Rv3671c inh = 1
- 3CLpro inhibitor = -1
- Vc quorum ag = 3.6
- TcdB inh = 1.1
- MazF activator = -8
- Yp Topo-I inh = 12
- CCHF vOTU inh = -40
- SSB-PriA inh = -8
- DUSP3 inh = -7
- PrPC surface inh = 11

molecule: O=C(Nc1nncs1)Oc1ccccc1
- Rv3671c inh = -3
- 3CLpro inhibitor = 3
- Vc quorum ag = i
- TcdB inh = -1.2
- MazF activator = -6
- Yp Topo-I inh = 6
- CCHF vOTU inh = 6
- SSB-PriA inh = -29
- DUSP3 inh = 28
- PrPC surface inh = 4

Returning to the listing, repeating the 2 entries before the break.
Screens in order: Rv3671c inh, 3CLpro inhibitor, Vc quorum ag, TcdB inh, MazF activator, Yp Topo-I inh, CCHF vOTU inh, SSB-PriA inh, DUSP3 inh, PrPC surface inh
Cc1sc2ncn(CC(=O)NCCN(C)C)c(=O)c2c1S(=O)(=O)N1CCC(C)CC1
    5, 2, -0.2, 0.8, 3, -8, 8, 3, 5, 5
O=C(Oc1ccccc1C(=O)N1CCOCC1)c1ccccc1
    5, -3, -0.3, nt, 11, -8, 3, -8, 14, 1
CC(=O)c1ccccc1N(C(=O)Cn1nnc2ccccc21)C(C(=O)NCC1CCCO1)c1ccc(N2CCOCC2)cc1 (stereo not given)
    2, 5, -0.5, 2.6, 3, 7, -1, -1, -1, 1
COc1ccc(C(=O)Nc2nc3cc4c(cc3s2)OCO4)c(OC)c1
    0, 2, -0.3, 1.5, -25, -6, 5, 2, 10, -2
O=C(N/N=C/c1sc2ccccc2c1O)c1ccccc1
    9, 2, -0.4, nt, -33, -4, nt, nt, 42, nt
COc1ccc(-c2nc3ccccn3c2CN2CCN(c3ccccc3F)CC2)cc1
    -8, -1, -0.5, 2.5, 5, 4, 10, 27, 26, -1
O=C(N/N=C/c1ccc2c(c1)OCO2)c1cc(-c2ccccc2Cl)nc2ccccc12
    -40, -2, -0.5, -0.5, 1, -5, 3, nt, 1, 8
O=C(Nc1ccc(Br)cc1)c1cc(-c2ccncc2)nc2ccccc12
    -18, nt, -0.8, 2.4, -1, -8, 1, -3, nt, 3
CC(=O)c1cccc(NS(=O)(=O)N2CCCCC2)c1
    1, -1, i, nt, 6, -5, 1, 3, 13, -1
CCOC(=O)c1ccccc1NC(=O)CSc1cccc[n+]1[O-]
    -5, 1, -0.8, nt, -3, -13, -3, -26, 15, -3
Cc1csc2nc3ccccc3c(=O)n12
    6, 0, nt, nt, 4, 6, -4, -8, -9, -3
CCN1C(=O)/C(=C2/Sc3ccccc3N2CCCS(=O)(=O)O)SC1=S
    7, 3&1, -0.3, 2.5, 0&7, 1&1, 14&13, -3, 5&-2, -22&-11

Carrying on:
Screens in order: Rv3671c inh, 3CLpro inhibitor, Vc quorum ag, TcdB inh, MazF activator, Yp Topo-I inh, CCHF vOTU inh, SSB-PriA inh, DUSP3 inh, PrPC surface inh
COc1ccc(CNC(=O)CNC(=O)c2ccc(C(C)(C)C)cc2)cc1OC
    -6, -1, -1.6, 1.3, -13, 2, 8, -5, 17, 4
CCOc1ccc2ccccc2c1/C=N/NC(=O)c1c(C)cc(C)[nH]c1=O
    -5, nt, i, 5.5, 10, -3, 9, nt, nt, 2
C=CCSc1nnc(NC(=O)C2CSC3(C)CCC(=O)N23)s1 (stereo not given)
    10, nt, i, 3.9, -2, 8, 1, -10, nt, -9
CCC(=O)N(CCc1ccc(S(N)(=O)=O)cc1)C1CC(=O)N(c2ccc(OC)cc2)C1=O (stereo not given)
    -1, 1, -0.5, 0.1, -8, -4, -7, 3, 44, 12
COc1cc(/C=C2/C(=O)NN(c3ccc(Cl)cc3)C2=O)ccc1OC(=O)c1ccco1
    1, 4, i, -0.5, -2, -5, 3, 6, -4, 2
O/N=C\c1cccn1-c1nccs1
    -5, 3, -0.5, 2.4, 3, 7, -6, nt, 9, -3
CCn1c(C)nc2cc(C(=O)N/N=C/c3ccccc3)ccc21
    3, 3, -0.4, -0.7, 1, 12, 5, nt, -8, 1
CC1CCCN(C(=O)CCS(=O)(=O)c2ccc3c(c2)n(C)c(=O)c(=O)n3C)C1 (stereo not given)
    -1, -2, -0.2, -2.5, 6, 1, 13, 0, 45, 2
CCOC(=O)C1(CCCc2ccccc2)CCN(C2CCSCC2)CC1
    nt, 2, i, -0.2, -3, -1, 3, -5, -28, 3
COc1ccc(Br)cc1S(=O)(=O)NCc1ccccc1
    -4, 6, i, nt, 5, 1, -5, -10&5, -1, -6

The listing continues.
Screens in order: Rv3671c inh, 3CLpro inhibitor, Vc quorum ag, TcdB inh, MazF activator, Yp Topo-I inh, CCHF vOTU inh, SSB-PriA inh, DUSP3 inh, PrPC surface inh
CC(=O)N1CCN(C(=O)COC(=O)/C=C/c2ccccc2[N+](=O)[O-])CC1
    5, nt, -5.6, 0.2, 9, -6, -5, -6, nt, 0
COc1cccc(-c2ccc(C#N)c(SCC(=O)NCCc3ccc(Cl)cc3)n2)c1
    -11, 2, 0.3, nt, -33, 2, -25, -18, 13, -3
O=C(CCSc1ccc(Cl)cc1)NC1CCCC1
    2, -1, -2.4, 0.8, 6, 8, -9, -18, 5, 6
CCCCCCOC(=O)C1=C(C)NC(=O)NC1c1ccc2c(c1)OCO2 (stereo not given)
    -6, -2, -0.4, 1.0, 2, 21, 14, -9, 29, -3
O=S(=O)(c1cnc(Cl)c(Cl)c1)N1CCCc2ccccc21
    -4, -1, -0.3, 1.9, 5, 13, 11, -34, -1, -8
CCN(c1ccccc1)S(=O)(=O)c1ccc(OC)c(NC(=O)Cc2ccc(F)cc2)c1
    -28, nt, i, 1.0, 1, 34, -1, -16, nt, 11
O=C(O)c1cccc(Nc2nc(-c3ccc([N+](=O)[O-])cc3)nc3ccccc23)c1
    nt, 1, -0.6, 0.3, 0, 0, 4, 1, 27, -11
CC(C)C(c1nnnn1Cc1ccco1)N1CCN(C2CCCC2)CC1 (stereo not given)
    0, 2, -1.1, nt, -2, 4, 0, -8, 10, -2
CCCCN(CCCC)C(=O)c1ccccc1NC(=O)CN1C(=O)c2ccccc2C1=O
    5, 1, i, nt, 0, 12, 0, 0, -30, 2
Cn1c(=O)c2c(c3ccccc31)OC(=O)CC2c1cccnc1 (stereo not given)
    nt, -3, i, 1.6, -10, -10, -15, -3, 43, 1

The list goes on.
Screens in order: Rv3671c inh, 3CLpro inhibitor, Vc quorum ag, TcdB inh, MazF activator, Yp Topo-I inh, CCHF vOTU inh, SSB-PriA inh, DUSP3 inh, PrPC surface inh
COc1ccc(NC(=O)c2ccccc2SCc2ccccc2)cc1
    nt, nt, -2.3, -0.4, -19, 12, 9, nt, nt, -2
CN=c1scc(C)n1/N=C/c1ccc(O)cc1
    1, 8, -0.8, nt, 7, -10, 14, nt, 18, 0
Cc1ccc(-c2nc3ccccc3c(=O)n2-c2ccc(Br)cn2)cc1
    0, 6, i, 0.7, 9, 2, -3, -11, 13, 0
Cc1ccc(C)c(C(=O)N2CCN(c3ncccn3)CC2)c1
    0, -4, -1.0, -0.7, -6, 6, -16, -8, 4, 8
CCCc1oc(C(=O)O)cc1CN1CCCC1
    5, -2, -0.4, 0.5, 2, 2, -6, -5, -10, 4
O=C(O)CCC(=O)Nc1ccccc1C(=O)N1CCN(c2ccc(Cl)cc2)CC1
    -9, -1, i, 1.4, 4, 6, -2, 5, 49, 5
Cc1c(C(=O)Nc2ccccc2C(=O)N2CCOCC2)cccc1[N+](=O)[O-]
    -6, 1, -0.3, nt, 3, -6, 4, 0, 2, 0
COc1cccc(NC(=O)CN(C)C(=O)CN2C(=O)NC(C)(c3ccc(C)cc3)C2=O)c1 (stereo not given)
    2, nt, -0.6, 1.3, -3, -3, 6, 0, nt, 6
Cc1cc(=O)oc2cc(OCC(=O)c3ccc4c(c3)NC(=O)CO4)ccc12
    0, -2, i, 1.2, -184, -1, -2, -7, 46, -1
CCCCC(=O)N(C)c1c(C)nc2ccc(C(=O)N3CCN(c4ccccc4)CC3)cn12
    nt, nt, -0.3, -0.6, nt, 7, 0, nt, nt, 0

Continuation.
Screens in order: Rv3671c inh, 3CLpro inhibitor, Vc quorum ag, TcdB inh, MazF activator, Yp Topo-I inh, CCHF vOTU inh, SSB-PriA inh, DUSP3 inh, PrPC surface inh
O=C(OCc1cc(=O)n2ccsc2n1)c1ccc(O)cc1O
    2, nt, -1.7, 0.5, -1, -5, 14, -2, nt, -4
CCOC(=O)N1CCN(C(=O)Cc2ccc(Cl)cc2)CC1
    -4, 5, -0.9, nt, 2, -4, 5, -6, 28, -4
Cc1nc(NCCc2ccc(Cl)cc2)c2nnn(Cc3ccccc3)c2n1
    5, -2, -0.4, 0.4, -2, -14, 9, -23, 18, -6
CCN(CC(=O)Nc1ccc(Cl)c(S(=O)(=O)N(C)C)c1)Cc1nc2ccccc2c(=O)[nH]1
    1, -1, 0.3, 1.4, -10, 3, -2, -4, 28, -3
CC1=C(C(=O)N2CCOCC2)CC(CC(=O)NC(c2ccccc2)c2ccccc2)C(=O)N1Cc1ccc(F)cc1 (stereo not given)
    nt, nt, -0.4, 1.3, 1, 24, 4, nt, nt, 0
CCOC(=O)c1cc(CC)sc1NC(=O)c1ccc(N2C(=O)CCC2=O)cc1
    -7, 4, -0.5, 1.6, -6, 7, -5, -8, 24, 7
C=CCn1c(-c2cc3c(s2)CCC(CC)C3)n[nH]c1=S (stereo not given)
    0, 3, i, 1.5, -1, 12, 12, -3, 14, 4
COc1ccccc1C(=O)OCc1c(-c2ccccc2)ncc2ccccc12
    -16, nt, -5.6, 0.4, -6, -4, -1, -9, nt, -5
NCCN1CCN(CCN)CC1
    nt, -4, i, nt, 8, -3, -3, 2, -13, 5
Cc1cccc(C(=O)NCCCNC(=O)c2cccnc2)c1
    2, -8, -2.3, -1.6, 4, -7, 3, -9, -3, 2
Cc1cccc(N2CCN(C(=O)CCCCCn3c(=S)[nH]c4ccc(N5CCOCC5)cc4c3=O)CC2)c1C
    -1, 3, 0.2, 1.8, -7, 20, -5, 7, 6, -3
CN(CC(=O)Nc1ccccc1Br)C(=O)c1cccc(S(=O)(=O)N2CCc3ccccc32)c1
    nt, nt, i, -0.4, 12, 37, 5, -4, nt, 2

High-throughput results (PubChem BioAssay)
